Source: PubChem (National Center for Advancing Translational Sciences (NCATS))
RECQ1 helicase: RECQ1 (human) helicase inhibition | Potency, µM (titrated, usually from 57.3 µM), without a hit: at the top dose activity, negative = inhibition, actives largely listed as inhibitors | RECQ1 DNA unwinding, red fluorescence kinetic read | 240,000 compounds, 0.54% hits | P46063;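 further: plate controls were vehicle for no effect and no enzyme for full effect; nearly all actives have a fitted effect of over 30% in size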
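RECQ1T1 50 nM; forked duplex (20 bp + 30-nt ss tails) 200 nM, ATP 2 mM final; pH 8.0, 2 mM MgCl2, 2.5 ug/ml poly(dI-dC); 15 min compound preincubation; discontinuous kinetic read over 2 h at RT.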
Lamin A splicing: LMNA splicing modulation; 200,000 compounds, 0.01% hits; Potency, µM (titrated, usually from 46.1 µM), inactives show top-dose ratio change, negative = inhibition, usual class: inhibitors; AID 1487; HeLa LMNA splicing GFP/RFP minigene ratio, 48 h; active means well fitted inhibition curve with a large enough effect in the signal ratio, with a control signal flat, not every such curve was filed as active; inconclusive means small, poorly fitted or top-dose-only effect, or effect the other way, or a change in a side signal; the % refers to the signal ratio; further: on the % scale 0 is the no-effect control and ±100 the full control effect
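Read-out is the ratio of GFP to DsRed2 object intensity, acquired by 488 nm laser-scanning cytometry on HeLa lamin A-EGFP minigene reporter cells. Compound incubation 48 hrs at 37 °C in Opti-MEM with 2% FBS; DMSO 0.5% final.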
TR SRC2 fluor cs: Texas Red fluorescence interference in TRb-SRC2 counter-screen; TRb/SRC2 Texas Red total fluorescence interference; Potency, µM (doses to about 106 µM), inactives show top-dose fluorescence change, negative = quenching; 280,000 compounds, 0.29% hits; AID 1479; active means well fitted curve in either direction with a large enough effect; inconclusive means small, poorly fitted or top-dose-only effect; further: on the % scale 0 is the no-effect control and ±100 the full control effect
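Human TRβ ligand-binding domain (0.6 uM) and Texas Red SRC2 peptide (20 nM) in Tris buffer with 1 uM T3 and 5% DMSO were incubated with pinned compound for 5 hr at ambient temperature. Total fluorescence was computed as S + 2P (555/632 nm).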
ALDH1A1 inh: inhibitors of human aldehyde dehydrogenase 1A1; P00352; Purified ALDH1A1, NADH fluorescence, propionaldehyde substrate; Potency, µM (top dose mostly 75.3 µM), for inactives: top-dose activity, negative = inhibition, hits mostly inhibitors; 220,000 compounds, 7.3% hits; AID 1030; active means well fitted inhibition curve with a large enough effect, not every such curve was filed as active; inconclusive means small, poorly fitted or top-dose-only effect, or another doubt; inactive means no such curve, though single readings can be large or run the other way;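 further: plate controls were no enzyme wells and a reference inhibitor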
Target sequence (P00352 whole entry, looked up): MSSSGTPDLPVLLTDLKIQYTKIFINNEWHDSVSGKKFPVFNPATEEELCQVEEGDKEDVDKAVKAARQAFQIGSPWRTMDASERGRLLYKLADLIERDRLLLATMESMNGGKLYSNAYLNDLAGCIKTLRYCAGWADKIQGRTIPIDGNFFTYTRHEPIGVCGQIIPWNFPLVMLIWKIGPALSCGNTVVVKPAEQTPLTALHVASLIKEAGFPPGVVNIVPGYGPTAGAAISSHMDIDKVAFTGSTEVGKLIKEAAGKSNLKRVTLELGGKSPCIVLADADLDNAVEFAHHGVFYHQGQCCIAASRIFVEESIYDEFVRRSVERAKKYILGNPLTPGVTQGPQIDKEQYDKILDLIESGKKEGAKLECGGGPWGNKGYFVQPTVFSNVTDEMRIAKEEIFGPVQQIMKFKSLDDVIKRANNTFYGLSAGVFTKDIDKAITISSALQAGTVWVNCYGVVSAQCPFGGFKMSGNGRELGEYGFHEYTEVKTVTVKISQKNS
KDM4E inh: inhibitors of human JMJD2E histone demethylase | 230,000 compounds, 1.6% hits | Potency, µM (titrated, usually from 57.1 µM), for the others: at the highest dose activity change, negative = inhibition, actives largely listed as inhibitors | B2RXH2 | JMJD2E catalytic domain, FDH-coupled NADH fluorescence (FDH is formaldehyde dehydrogenase); active means well fitted inhibition curve with a large enough effect, not every such curve was filed as active; inconclusive means small, poorly fitted or top-dose-only effect, or another doubt; inactive means no such curve, though single readings can be large or run the other way;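 further: 0% = wells with enzyme and -100% = buffer wells without enzyme; nearly all actives have a fitted effect of over 50% in size; many of its hits are not listed in these tables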
TRb-SRC2 inh: disrupts binding of human TR beta to SRC2. P10828. 280,000 compounds, 0.065% hits. AID 1469. TRbeta-SRC2 peptide binding, fluorescence polarization; receptor liganded with 1 µM T3. Potency, µM (highest dose often 106 µM), inactives show at the top dose activity change, negative = inhibition, usual class: inhibitors;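 further: plate controls were bound peptide for no effect and peptide without receptor for full effect; nearly all actives have a fitted effect of over 50% in size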
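Read-out is fluorescence polarization (555 nm excitation, 632 nm emission) of a Texas Red SRC2 coactivator peptide; loss of signal reflects blocked binding to human TRb ligand-binding domain in the presence of 1 uM T3.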
SMN2 splice enh: SMN2 splice variant enhancement; AID 1458; Potency, µM (series often up to 46.1 µM), for inactives: at the top dose activity change, positive = activation, actives largely listed as activators; HEK293 SMN2-luciferase splicing reporter, luminescence, 30-36 h; 210,000 compounds, 2.8% hits; further: % of control where 0% means no effect; nearly all actives have a fitted effect of over 55% in size
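qHTS luciferase splicing reporter: luminescence rises when SMN2 exon 7 is included in transfected HEK293 cells. Compound exposure lasted 30-36 h at 37C, with 4.5 mM final sodium butyrate as control, followed by a ONE-Glo read.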
GoLoco inh red: inhibitors of human Gai1-RGS12 GoLoco interaction (red fluorophore); Potency, µM (titrated, usually from 61.6 µM), for inactives: at the highest dose activity, negative = inhibition, most hits filed as inhibitors; Gai1:RGS12 GoLoco peptide FP, rhodamine, 10 min; AID 880; 230,000 compounds, 0.44% hits; P63096; active means well fitted inhibition curve with a large enough effect, not every such curve was filed as active; inactive means no such curve, though single readings can be large or run the other way; further: on the % scale 0 is the no-effect control and ±100 the full control effect; nearly all actives have a fitted effect of over 30% in size; many of its hits are not listed in these tables
Target sequence (P63096 whole entry, looked up): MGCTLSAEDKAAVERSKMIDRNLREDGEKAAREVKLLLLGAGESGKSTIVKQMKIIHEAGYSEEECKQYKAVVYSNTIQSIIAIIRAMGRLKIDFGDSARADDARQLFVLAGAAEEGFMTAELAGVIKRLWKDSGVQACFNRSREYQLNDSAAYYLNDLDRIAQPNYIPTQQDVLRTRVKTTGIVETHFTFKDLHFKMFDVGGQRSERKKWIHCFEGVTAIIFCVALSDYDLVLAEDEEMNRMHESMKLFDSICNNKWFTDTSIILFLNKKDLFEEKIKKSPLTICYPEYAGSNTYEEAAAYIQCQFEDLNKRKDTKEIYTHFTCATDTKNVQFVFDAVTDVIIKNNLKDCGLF
The depositor's hits bear a star; i = inactive; ? = inconclusive; / = no result given; ! = repeats disagree; [ ] = another dose, or the depositor's remark. Unless noted, the call rests on the fitted dose curve; in most records, active means well fitted curve in the direction sought with a large enough effect; inconclusive means small, poorly fitted or top-dose-only effect, or another doubt; inactive means no such curve, though single readings can be large; an effect the other way counts as inactive or inconclusive. Potency means the concentration at half of the fitted maximal effect.

cpd	SMILES	RECQ1 helicase	Lamin A splicing	TR SRC2 fluor cs	ALDH1A1 inh
1	O=c1c(Cl)c(Cl)cnn1-c1ccccc1	-7%	-27%	?	13µM*
2	COc1ccccc1NC(=S)NC(NC(=O)C(C)C)C(Cl)(Cl)Cl (configuration not stated)	i	/	0%	7%
3	COc1ccc(Oc2c(Cl)cnn(-c3ccc(C)cc3)c2=O)cc1	i	-3%	-6%	13%
4	O=C1C2C3c4ccccc4C(c4ccccc43)C2C(=O)N1Cc1ccccn1 (configuration not stated)	-2%	?	0%	2%
5	CC(C)(C)NC(=S)NCc1ccncc1	-13%	/	1%	5%
6	CC(=O)Nc1cccc(C(=O)OCc2ccccc2)c1	-6%	-3%	2%	-4%
7	COc1ccc(Cl)cc1Nc1nc(-c2sc(NC(=O)C(C)(C)C)nc2C)cs1	i	?	-2%	?
8	Cc1ccc(C(c2nnnn2C2CCCC2)N2CCN3CCCC3C2)cc1 (configuration not stated)	-3%	-15%	0%	?
9	O=[N+]([O-])c1ccc(-c2ccc(/C=N/Nc3nc(N4CCCC4)nc(N4CCCC4)n3)o2)cc1	?	/	1%	?
10	Cc1cc(N/N=C/c2ccc(O)c(C)c2O)nc(-c2ccccc2O)n1	-16%	?	?	-2%

cpd	KDM4E inh	TRb-SRC2 inh	SMN2 splice enh	GoLoco inh red
1	4%	-7%	-86%[inhibitor]	12%
2	-3%	-2%	/	2%
3	2%	-8%	8%	0%
4	1%	4%	-15%	5%
5	-6%	0%	/	3%
6	-3%	-18%	27%	-30%
7	-11%	-11%	-42%[inhibitor]	24%
8	-1%	-4%	14%	10%
9	-6%	1%	-36%[inhibitor]	33%[activator]
10	25µM*	12%	-63%[inhibitor]	9%

(further entries)
cpd	SMILES	RECQ1 helicase	Lamin A splicing	TR SRC2 fluor cs	ALDH1A1 inh
11	COc1ccc(S(=O)(=O)Nc2ccc(N3CCOCC3)nc2)cc1	i	-5%[46 µM]	-1%	-5%
12	CCc1nnc(NC(=O)CSc2nnc(COc3ccc(C#N)cc3)n2-c2ccccc2)s1	-6%	-6%	0%	1%
13	Cc1ccc(-c2csc(NC(=O)CCNC(=O)c3ccco3)n2)cc1	-8%	-5%[46 µM]	-1%	-11%
14	COc1ccc(-c2csc(NNC3=NCCCCC3)n2)cc1	i	-19%[46 µM]	-1%	13µM*
15	O=C(O)[C@@H](S)[C@H](S)C(=O)O	/	?	-4%	-1%[13.5 µM]
16	c1ccc2c(c1)CCCN2Cc1nnnn1CC1CCCO1 (configuration not stated)	1%	3%	1%	-14%
17	CC(C)Oc1ccc(C2CC(=O)N(c3cccc(C(=O)O)c3)C2=O)cc1 (configuration not stated)	-6%	3%	0%	0%
18	CCC(c1nnnn1Cc1ccc(F)cc1)N(CCCO)Cc1cc2cc3c(cc2[nH]c1=O)OCO3 (configuration not stated)	i	0%	-8%	-10%
19	Cc1nnc(SCc2cc(=O)[nH]c(N3CCN(Cc4ccccc4)CC3)n2)s1	-18%	7%	-5%	?
20	CC1CN(c2ccc([N+](=O)[O-])cc2C(=O)N2CCOCC2)CC(C)N1 (configuration not stated)	-2%	-9%	-3%	2%

cpd	KDM4E inh	TRb-SRC2 inh	SMN2 splice enh	GoLoco inh red
11	?	-2%	-10%	-7%
12	7%	2%	0%	-1%
13	-3%	2%	13%	9%
14	-12%	-3%	-2%	2%
15	/	-9%	-6%[9.22 µM]	-38%[14.2 µM]
16	-7%	1%	13%	-3%
17	2%	-7%	19%	-17%
18	?	-3%	-2%	5%
19	10%	-9%	18%	1%
20	3%	-9%	-15%[1.84 µM]	-10%

Sorted by molecular weight (ascending): 3 of the compounds above.
cpd	SMILES	RECQ1 helicase	Lamin A splicing	TR SRC2 fluor cs	ALDH1A1 inh
16	c1ccc2c(c1)CCCN2Cc1nnnn1CC1CCCO1 (configuration not stated)	1%	3%	1%	-14%
17	CC(C)Oc1ccc(C2CC(=O)N(c3cccc(C(=O)O)c3)C2=O)cc1 (configuration not stated)	-6%	3%	0%	0%
12	CCc1nnc(NC(=O)CSc2nnc(COc3ccc(C#N)cc3)n2-c2ccccc2)s1	-6%	-6%	0%	1%

cpd	KDM4E inh	TRb-SRC2 inh	SMN2 splice enh	GoLoco inh red
16	-7%	1%	13%	-3%
17	2%	-7%	19%	-17%
12	7%	2%	0%	-1%

Additional results follow.
cpd	SMILES	RECQ1 helicase	Lamin A splicing	TR SRC2 fluor cs	ALDH1A1 inh
21	CCCn1c(=O)c(C)cn2nc(N)nc12	i	/	-2%	?
22	O=C(Cc1cccs1)N=Nc1c(O)[nH]c2ccccc12	i	/	-10%	/
23	Cc1n[nH]c(=O)n1-c1ccc(OC(F)(F)F)cc1	-15%	-4%[46 µM]	3%	-3%
24	CN(C)c1ccc(NC(=O)CC2NCCNC2=O)cc1 (configuration not stated)	i	-7%	0%	12%
25	CC1CCC(C(C)C)C(OCC(O)CN2CCN(Cc3ccccc3)CC2)C1 (configuration not stated)	2%	-4%	-2%	-9%
26	C[n+]1cc2c3c(ccc2c2ccc4cc5c(cc4c21)OCO5)OCO3	1%	?	-3%	7%[20.9 µM]
27	CCn1ccnc1CN(C)Cc1nc(Cc2cccc(C(F)(F)F)c2)no1	21%	/	2%	-2%
28	CCN(CC)S(=O)(=O)c1cccc(C(=O)N/N=C(\C)c2cccs2)c1	-14%	?	-6%	?
29	Oc1ccc(-c2nc(-c3ccc(O)c(O)c3)cs2)cc1	?	?	-25%	11µM*
30	O=C(NNS(=O)(=O)c1ccccc1[N+](=O)[O-])c1ccccc1[N+](=O)[O-]	0%	-3%	1%	5%

cpd	KDM4E inh	TRb-SRC2 inh	SMN2 splice enh	GoLoco inh red
21	?	2%	/	1%
22	2%	-8%	/	2%
23	0%	6%	3%	113%[activator]
24	-5%	-8%	-1%	-4%
25	-3%	-11%	-24%	0%
26	?	0%	-69%[inhibitor]	14µM*!
27	-1%	-7%	/	0%
28	-6%	0%	11µM*	-3%
29	28µM*	6%	20µM*	-2%
30	5%	-7%	-1%	6%

Additional structures:
cpd	SMILES	RECQ1 helicase	Lamin A splicing	TR SRC2 fluor cs	ALDH1A1 inh
31	O=C(c1cnccn1)N1CCC2(CC1)CN(Cc1nccs1)C2	-5%	/	/	5%
32	COCCCNCCOCCOc1ccc(C)cc1Br	-12%	-11%	1%	?
33	COC(=O)/C=C1/C(=O)N/C(=N\c2nc(C)cc(C)n2)N1c1ccc(OC)cc1	-4%	?	-1%	-11%
34	CN1CCN(CCCNC(=O)c2nnc(Cc3c(F)cccc3Cl)o2)CC1	6%	-1%	0%	5%
35	O=S(=O)(NCc1cccnc1)c1ccc2c(c1)OCCO2	i	-12%	4%	-6%
36	O=C(Nc1ccc(S(=O)(=O)NCc2ccco2)cc1)C1CCCCC1	3%	?	-1%	?
37	CC(C)c1ccc[n+](-c2nc([O-])sc2C=O)c1	20%	/	-3%	/
38	Cc1ccc(OCC(=O)N(Cc2cccs2)C2CCS(=O)(=O)C2)cc1 (configuration not stated)	7%	/	-1%	/
39	CCS(=O)(=O)N1CCN(C(=O)CC(C)C)CC1	1%	-3%	-2%	2%
40	COc1cccc(OC)c1C(=O)Nc1ccc(CN2CCCCC2)cc1	-3%	-4%	4%	5%

cpd	KDM4E inh	TRb-SRC2 inh	SMN2 splice enh	GoLoco inh red
31	/	/	-3%	8%
32	0%	-14%	-19%	3%
33	1%	4%	-22%	-6%
34	0%	2%	16%	-9%
35	-11%	7%	-41%[inhibitor]	8%
36	-7%	-2%	/	25%
37	-1%	0%	/	0%
38	-1%	1%	/	-9%
39	0%	-1%	3%	-2%
40	6%	7%	0%	-6%

(further entries)
cpd	SMILES	RECQ1 helicase	Lamin A splicing	TR SRC2 fluor cs	ALDH1A1 inh
41	COc1ccccc1/C=C/C=N/n1c(C)nnc1C	-9%	12%[46 µM]	-2%	?
42	CC(=O)N(C(C)=O)c1ccc2nc(C)[nH]c(=O)c2c1	-2%	0%	-1%	-2%
43	COc1cccc(NS(=O)(=O)c2cc(C)sc2C)c1	-3%	?	0%	-8%
44	Oc1ccc2ccccc2c1/C=N/Nc1ccccc1	-5%	4%	0%	18µM*
45	NC1=CC(=O)c2cccc3cccc1c23	-1%	15%	-2%	1µM*
46	Cc1[nH]n(-c2cccc(Cl)c2)c(=O)c1C=NC12CN3CN(CN(C3)C1)C2	-1%	11%	-3%	-4%
47	COc1cc(/C=C/C(=O)NCc2ccccn2)cc(OC)c1OC	i	9%	-1%	?
48	Clc1ccccc1CSc1nnc(/C=C/c2ccccc2)o1	i	-5%	0%	?
49	CC/C=C\C/C=C\C/C=C\C/C=C\C/C=C\C/C=C\CCC(=O)NCC(=O)O	-8%	/	-3%	?
50	COc1ccc(C(=O)C2CCCN(Cc3cccn3-c3nccs3)C2)cc1F (configuration not stated)	3%	7%[46 µM]	-6%	0%
51	O=C(CC1C(=O)NCCN1Cc1c(F)cccc1Cl)NCCCn1ccnc1 (configuration not stated)	-4%	0%[46 µM]	-4%	7%
52	C/C(=C\C(=O)c1ccccc1)Nc1ccc2c(c1)OCO2	-11%	-18%	-3%	?

cpd	KDM4E inh	TRb-SRC2 inh	SMN2 splice enh	GoLoco inh red
41	?	-9%	/	2%
42	1%	3%	10%	-14%
43	2%	1%	-15%	-12%
44	7.9µM*	-1%	?	-10%
45	?	0%	16%	32µM*
46	3%	-5%	-7%	-9%
47	?	-1%	-16%	12%
48	-16%	3%	15%	-8%
49	-1%	0%	5%	5%
50	-4%	4%	/	-2%
51	-2%	-3%	/	11%
52	?	-6%	22µM*	-2%

Not all compounds are listed. The share of hits here may be higher or lower than overall.
